# High-throughput results (PubChem)
# CSN deneddyl inh – inhibitors of CSN-mediated cullin deneddylation, primary screen, biochemical, fluorescence polarization, uHTS | actives 0.38% (n = 360,000) | AID 651999, 2013 | COP9 signalosome complex subunit 5 (Homo sapiens), Q92905 | Purified CSN, SCF-Nedd8-OG deneddylation | inhibition, % at 12.5 µM;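 active means pattern-corrected inhibition above about 35%, with an unprinted fluorescence ratio check between 0.5 and 1.5, limit read from the data, passing the limit was not always enough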;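 further: 0% = enzyme with substrate and 100% = substrate without enzyme; some results filed as inactive read as strong as hits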
# Target sequence (Q92905 whole entry, looked up, one chain of several): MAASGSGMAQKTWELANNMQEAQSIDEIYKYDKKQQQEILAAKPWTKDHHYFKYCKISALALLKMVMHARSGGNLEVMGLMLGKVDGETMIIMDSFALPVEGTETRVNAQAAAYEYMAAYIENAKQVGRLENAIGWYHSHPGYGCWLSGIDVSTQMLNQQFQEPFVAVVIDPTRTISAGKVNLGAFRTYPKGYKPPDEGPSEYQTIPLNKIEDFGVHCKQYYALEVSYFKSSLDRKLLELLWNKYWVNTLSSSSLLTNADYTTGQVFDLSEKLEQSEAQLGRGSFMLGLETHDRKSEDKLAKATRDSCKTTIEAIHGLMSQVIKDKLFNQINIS
#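 Test system: purified human Csn5 enzyme expressed in HEK293T cells. Amount: 0.24 nM enzyme. Reagent: SCFSkp2-Nedd8OG substrate at 10 nM final. Schedule: 90 min incubation of compound, enzyme and substrate at room temperature. Detection: fluorescence polarization. Read-out: % inhibition of substrate cleavage by Csn5.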
# SUMO1 PPI mod – modulators of SUMO1 protein-protein interactions, primary screen, biochemical, uHTS; actives 0.33% (n = 360,000); inhibition, % at 20 µM; AID 602429, 2012; SUMO1 binding to a labelled peptide, TR-FRET, 1 h; Small ubiquitin-related modifier 1 (Homo sapiens), P63165; in the data active means inhibition above about 37%
# Target sequence (P63165 whole entry, looked up): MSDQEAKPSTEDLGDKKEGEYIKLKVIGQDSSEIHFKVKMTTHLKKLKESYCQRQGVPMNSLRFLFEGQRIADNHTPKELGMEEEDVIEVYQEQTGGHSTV
# NadD block – inhibitors of S. aureus NadD, primary screen, biochemical, colorimetric, uHTS; Nicotinate-nucleotide adenylyltransferase NadD (Staphylococcus aureus N315); purified NadD enzyme, colorimetric absorbance read-out; inhibition, % at 20 µM; actives 0.78% (n = 360,000); AID 602399, 2012; in the data active means inhibition above about 26%; further: some compounds past the cut are filed as inactive
# MsrA inh – bovine MsrA enzyme inhibitors, primary screen, biochemical, absorbance, HTS; inhibition, % at 15.5 µM; purified bovine MsrA, absorbance read-out; actives 0.75% (n = 360,000); in the data active means inhibition above about 4.5%;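 further: 0% = vehicle wells with enzyme and 100% = reference inhibitor wells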
# LMPTP inh – LMPTP phosphatase inhibitors, primary screen, biochemical, fluorescence intensity, uHTS; actives 0.22% (n = 360,000); inhibition, % at 20 µM; Low molecular weight phosphotyrosine protein phosphatase (Homo sapiens), P24666; recombinant LMPTP-A, OMFP fluorogenic substrate; AID 651560, 2012;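 active means compounds that cut the enzyme signal by at least half of the control window in the single-dose screen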;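 further: plate controls were DMSO wells with enzyme plus substrate for no effect and substrate without enzyme for full effect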
# Target sequence (P24666 whole entry, looked up): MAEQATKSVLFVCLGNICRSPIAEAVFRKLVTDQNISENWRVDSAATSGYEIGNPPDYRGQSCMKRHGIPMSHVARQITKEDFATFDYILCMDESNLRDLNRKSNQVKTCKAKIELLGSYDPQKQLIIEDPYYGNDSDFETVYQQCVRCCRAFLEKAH
#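 test system = LMPTP-A | amount = 0.625 nM LMPTP-A final | reagent = fluorogenic phosphatase substrate OMFP at 400 µM final | incubation = 50 min at room temperature | benchmarks = no-enzyme low control, uninhibited high control | medium = Bis-Tris pH 6.0, DTT, detergent | signal = fluorescence intensity of OMFP turnover product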
# Scp-1 inhibitor – Scp-1 phosphatase inhibitors, primary screen, biochemical, colorimetric, uHTS; Carboxy-terminal domain RNA polymerase II polypeptide A small phosphatase 1 (Homo …; Recombinant Scp1, phosphopeptide, malachite green phosphate absorbance; inhibition, % at 20 µM; actives 0.88% (n = 340,000);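 active means inhibition above about 50% at 20 µM, limit read from the data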;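 further: plate controls were DMSO wells with enzyme for no effect and wells lacking enzyme for full effect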
#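 Test system: SCP-1 phosphatase catalytic domain, residues 76-261 | Compound dosing: One concentration, 20 µM, with 1.0% DMSO | Schedule: 45 min room-temperature reaction, 5 min colour, 30 min stabiliser | Detection: Absorbance at 630 nm | Read-out basis: % inhibition of SCP-1 phosphate liberation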
# Rpn11 inh – Rpn11 (PSMD14) deubiquitinase inhibitors, primary screen, biochemical, fluorescence polarization, uHTS | calls only at 20 µM | actives 0.59% (n = 360,000) | human 26S proteasome, Ub4-pepOG fluorescence polarization; 20S core pre-blocked with epoxomicin;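 active means inhibition at 20 µM, scaled to each plate's controls, above about 33%, limit read from the data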
# Target sequence (O00487 whole entry, looked up): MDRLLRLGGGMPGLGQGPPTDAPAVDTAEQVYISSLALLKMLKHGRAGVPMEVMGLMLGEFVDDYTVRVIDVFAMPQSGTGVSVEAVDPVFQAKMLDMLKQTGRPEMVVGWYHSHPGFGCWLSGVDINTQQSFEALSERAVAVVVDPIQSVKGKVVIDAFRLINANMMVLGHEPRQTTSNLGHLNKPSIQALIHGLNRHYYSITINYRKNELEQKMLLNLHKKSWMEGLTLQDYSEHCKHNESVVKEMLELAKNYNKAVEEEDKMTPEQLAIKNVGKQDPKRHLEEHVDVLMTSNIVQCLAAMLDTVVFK
# STEP inh – STEP phosphatase inhibitors, primary screen, biochemical, fluorescence intensity, uHTS; Tyrosine-protein phosphatase non-receptor type 5 (Homo sapiens), P54829; recombinant STEP, OMFP fluorogenic substrate; inhibition, % at 20 µM; actives 0.25% (n = 360,000); AID 588621, 2011;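 active means inhibition at 20 µM, scaled per plate between control wells, above about 37%, limit read from the data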;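 further: 0% = DMSO with enzyme and substrate and 100% = substrate only without enzyme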
#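 Material: STEP (striatal-enriched tyrosine phosphatase) enzyme, cell-free | Medium: 50 mM Bis-Tris pH 6.0 with 2.5 mM DTT and 0.005% Tween 20 | Read-out: Percent inhibition scaled to no-enzyme and uninhibited-enzyme controls, plate-pattern corrected | Signal: Fluorescence read at 480 nm ex / 540 nm em | Times: 20 min reaction, room temperature, in the dark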
# Tb MetRS inh – T. brucei MetRS inhibitors, primary screen, biochemical, luminescence. methionyl-tRNA synthetase (Trypanosoma brucei brucei). purified T. brucei MetRS, ATP depletion, Kinase-Glo luminescence. inhibition, % at 11.9 µM. actives 0.4% (n = 360,000). AID 624268, 2012;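 active means inhibition above a per-plate cutoff of the control wells' mean inhibition plus 3 SD, cut at about 5.5% in these data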;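 further: 0% = DMSO wells median and 100% = median of wells with control inhibitor compound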
#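 Test system – parasite MetRS enzyme · Reagent – substrates ATP, L-methionine and bulk Escherichia coli tRNA · Doses – 11.9 µM compound single dose, 0.9% DMSO · Times – 15 min enzyme-compound preincubation, 2 h reaction, 10 min detection, 25 °C · Signal – Kinase-Glo luminescence, ATP depletion format · Controls – DMSO-only wells as low control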
# DNMT1 inh – human DNMT1 methyltransferase inhibitors, primary screen, biochemical, molecular beacon, fluorescence, HinP1I cleavage, uHTS. actives 0.83% (n = 360,000). DNA (cytosine-5)-methyltransferase 1 (Homo sapiens), P26358. inhibition (reported as % activation of signal), % at 10 µM; in the data active means inhibition above about 50%
# * marks the source's active call; other numbers are inactive results; i = inactive; · = no result given.
SMILES,CSN deneddyl inh,SUMO1 PPI mod,NadD block,MsrA inh,LMPTP inh,Scp-1 inhibitor,Rpn11 inh,STEP inh,Tb MetRS inh,DNMT1 inh
N#Cc1c(/N=C/c2ccccc2)oc(-c2ccccc2)c1-c1ccccc1,-8,-15,-6,0.2,-1.0,-8,i,-5,0.0,-4
COc1cc(C(=O)Nc2cccc(-c3nc4cc(C)cc(C)c4o3)c2)cc(OC)c1OC,3,5,-7,-1.6,1.8,17,i,1,-0.4,0
CC(=O)c1cccc(NC(=O)N2C3CCC2CC(NC(=O)Nc2ccccc2)C3)c1 (stereo not drawn),-3,1,1,-0.7,0.2,-7,i,-1,0.3,2
Cc1cc2c(cc1S(=O)(=O)N(C)Cc1ccccc1)OCC(=O)N2,6,-1,-7,0.1,-0.2,-15,i,-1,-0.1,3
Cn1cnc2c1c(=O)n(Cc1ccc(Cl)cc1Cl)c(=O)n2C,-4,4,2,0.3,-1.5,-5,i,1,-0.5,1
CC(C)(C)C(=O)NC1CCN(S(=O)(=O)c2cccc(C(F)(F)F)c2)CC1,1,1,-3,0.0,-1.0,-8,i,1,-1.1,3
N#Cc1c(NC(=O)CCCl)sc2c1CCCCC2,-10,6,-3,0.5,-1.7,4,i,1,-0.6,1
CCOCc1nnc(NC(=O)CSCc2ccccc2)s1,-3,2,1,1.0,-0.5,-8,i,0,0.3,-1
NC(CO)c1csc(NC(=O)Nc2ccccc2Cc2ccccc2)n1 (stereo not drawn),-3,-3,1,-0.8,-0.7,·,i,2,0.0,0
Cc1cc(-n2c(C)cc(C(=O)CCl)c2C)no1,2,-6,1,0.1,-1.9,-5,i,-2,-1.1,5
CN(C)[C@@H](CO)c1nnc([C@H](Cc2ccc(O)cc2)NC(=O)C2CCNCC2)o1,-6,1,-2,2.0,-4.5,-3,i,0,-0.4,0
CC(C)CN1CCC(C(=O)NCC2CCCO2)CC1 (stereo not drawn),2,-1,3,0.0,-1.0,-4,i,-2,-0.2,0

# Compound profiles, as listed above:
# Listed for `Cn1cnc2c1c(=O)n(Cc1ccc(Cl)cc1Cl)c(=O)n2C` = CSN deneddyl inh: -4; SUMO1 PPI mod: 4; NadD block: 2; MsrA inh: 0.3; LMPTP inh: -1.5; Scp-1 inhibitor: -5; Rpn11 inh: i; STEP inh: 1; Tb MetRS inh: -0.5; DNMT1 inh: 1
# Listed for `N#Cc1c(/N=C/c2ccccc2)oc(-c2ccccc2)c1-c1ccccc1` = CSN deneddyl inh: -8; SUMO1 PPI mod: -15; NadD block: -6; MsrA inh: 0.2; LMPTP inh: -1.0; Scp-1 inhibitor: -8; Rpn11 inh: i; STEP inh: -5; Tb MetRS inh: 0.0; DNMT1 inh: -4

# Going on with the list.
SMILES,CSN deneddyl inh,SUMO1 PPI mod,NadD block,MsrA inh,LMPTP inh,Scp-1 inhibitor,Rpn11 inh,STEP inh,Tb MetRS inh,DNMT1 inh
CCc1c(C)sc(NC(=O)c2noc(C)c2[N+](=O)[O-])c1C#N,2,-4,1,2.8,-2.1,1,i,1,0.2,-1
CC1CCCC(C)N1C(=O)COC(=O)c1ccccc1O (stereo not drawn),-2,-3,-1,0.1,-1.1,6,i,-3,0.3,-3
CC(=O)c1ccc(Nc2nc(=O)c3cccnc3s2)cc1,3,2,2,1.9,-0.3,-11,i,-1,-0.5,0
CC(=O)c1cccc(NC(=O)C(C)OC(=O)C2=NNC(=O)CC2)c1 (stereo not drawn),-1,1,-4,0.2,-0.6,0,i,-2,-0.5,1
COc1ccccc1C(NC(C)=O)c1cc(Cl)c2cccnc2c1O (stereo not drawn),1,-13,6,-1.0,1.8,-13,i,0,-1.3,-1
CCOc1ccc(Br)cc1C(=O)Nc1ccc(C(=O)NCC(C)C)cc1,5,-4,4,0.5,-2.5,3,i,-6,-0.9,63*
CC(C)C[C@H]1CN(CCCC[C@H]2CNC(=O)C(=O)N2CCC2CCCCC2)C(=O)C(=O)N1CCC1CCCCC1,2,3,24,-0.3,2.8,·,·,·,-0.2,·
COc1ccc(Cc2nnc(N)s2)cc1OC,-1,5,-1,-1.3,-1.4,0,i,1,-0.1,2
Cc1cn(CC(=O)N2CCN(c3ccccn3)CC2)c(=O)[nH]c1=O,-4,2,-4,-0.8,-1.5,-4,i,-4,-0.2,4
Nc1ccc(C#Cc2ccc3c(=O)c4ccccc4oc3c2)cc1,2,1,14,1.3,-1.1,5,i,0,-0.7,-13
NC(=O)C(c1ncc(C(F)(F)F)cc1Cl)c1c(Cl)cccc1Cl (stereo not drawn),2,-2,-5,-0.1,-0.6,-3,i,-1,-0.5,3
Cc1ccc(S(=O)(=O)c2nc(Cc3ccccc3)oc2N2CCOCC2)cc1,-2,0,7,0.9,-1.9,-5,i,-2,-0.3,4
CSc1nnc(NC(=O)c2cc3ccccc3oc2=O)s1,1,-23,0,0.6,1.1,12,i,12,-0.2,3
Cc1ccccc1NC(=O)CN1C(=O)N/C(=C\c2cccn2-c2cccc(C(=O)O)c2)C1=O,22,-1,3,2.7,5.4,66*,i,6,-0.4,93*
O=C(CN1C(=O)C(=O)N(Cc2ccccc2)C1=O)c1ccc[nH]1,4,0,5,-0.2,0.8,-5,i,-1,-0.3,-3
COC(=O)c1c(NC(=O)CSc2nnnn2C)sc(C)c1C,0,-1,3,0.2,0.3,-8,i,1,0.1,0
COc1ccc(C(CC(=O)c2ccc(O)cc2)S(=O)(=O)c2ccc(C)cc2)cc1 (stereo not drawn),-4,-10,-1,2.1,0.6,-10,i,-3,-0.4,-1
O=C(Nc1cc(F)ccc1F)c1ccc2c(=O)n3c(nc2c1)CCC3,2,-3,-2,-0.5,-0.8,·,i,2,-0.5,1
Cc1c(Cl)cccc1NC(=O)C1CCCN(S(C)(=O)=O)C1 (stereo not drawn),-2,3,5,0.0,-0.4,-8,i,-3,0.5,0
COc1ccc(Cc2n[nH]c(=S)n(N)c2=O)cc1,2,2,0,0.5,-0.6,-11,i,-1,-0.6,-1
CCn1c(=O)cc(N2CCN(C(=O)c3ccco3)CC2)[nH]c1=O,5,-8,-2,-0.3,-0.9,-11,i,-2,-0.3,1
COc1ccccc1CCC(=O)OC(C)C(=O)Nc1c(C)n(C)n(-c2ccccc2)c1=O (stereo not drawn),-3,1,1,-0.8,-0.9,2,i,-4,-0.4,2
Cc1csc(SCC(=O)NC2CCC(C)CC2)n1 (stereo not drawn),0,0,-1,-0.6,-0.1,0,i,-2,-0.2,0
Cc1cc(Nc2ccccc2)nn1C(=O)c1ccccc1,5,4,-1,0.5,1.5,-3,i,-2,-0.7,-8
Cc1onc(-c2ccccc2)c1C(=O)N/N=C/c1ccco1,0,-2,-2,-1.1,-0.3,19,i,2,0.0,4
CC(C)C(=O)C1=Cc2cc([N+](=O)[O-])ccc2OC1N1CCOCC1 (stereo not drawn),5,-21,-2,1.7,-1.1,-5,i,0,-0.9,5
COC(=O)C1CCN(C(=O)c2ccc(SC)cc2OC)CC1,-1,6,-1,-0.2,-0.8,-2,i,2,-0.7,3
Cc1cccc(Oc2nc3ccccn3c(=O)c2/C=C(\C#N)C(=O)NC2CCS(=O)(=O)C2)c1 (stereo not drawn),-2,-13,-3,0.4,0.4,-1,i,1,-0.3,-2
O=C(COCC(=O)N1CCOCC1)N1CCOCC1,0,-1,-5,0.5,-1.9,-4,i,-2,-0.3,-1
COc1ccc(C(=O)NN)cc1,4,-2,1,-1.8,-1.5,-7,i,0,0.2,-1
COc1cc(/C=C2/C(=O)CNC2=O)ccc1O,12,-34,-2,1.6,-0.9,-1,i,-1,-1.0,-3
O=C1C2CCCN2C(=O)N1CCCN1CCN(c2cccc(Cl)c2)CC1 (stereo not drawn),1,1,-1,0.5,-1.4,-11,i,-2,-0.5,1
CCCCOc1ccc(Cc2c(Cl)nc(SC)nc2N2CCOCC2)cc1,-8,2,-3,-0.8,2.3,-11,i,-2,-0.1,-1
Cc1ccc(S(=O)(=O)N2CC(=O)NC(=O)C2)cc1,1,6,5,-0.8,-0.4,-5,i,-3,0.5,0
CN(Cc1ccccc1)C(=O)COC(=O)c1ccc(Cl)c(N)c1,3,2,-1,-0.5,0.1,6,i,0,-0.5,5
C1CCC(CNc2c3c(nc4nnnn24)CCCC3)CC1,-1,0,-2,0.0,1.7,-5,i,2,0.0,7
CCCCN(C(=O)c1ccc([N+](=O)[O-])s1)c1c(N)n(CCCC)c(=O)[nH]c1=O,-2,-39,-3,2.5,-0.5,1,i,-1,-0.5,-1
CC12CC(O)C3C(CCC4=CC(=O)CCC43C)C1CCC2=CCO (stereo not drawn),-1,-4,-4,1.5,-1.8,-10,i,-3,-0.5,-5
O=C(O)c1ccc(COCC(F)(F)C(F)F)o1,2,-4,6,-1.8,-0.8,50,i,6,-1.0,22
Cc1csc(-c2cnn(-c3ccccc3)c2NC(=O)c2cccc(F)c2)n1,1,1,0,·,-0.2,0,i,-8,-1.4,0
CCS(=O)(=O)N1Cc2ccccc2CC1C(=O)N(C)CC(=O)Nc1ccc(OC)cc1 (stereo not drawn),-2,-17,4,0.0,-8.1,-6,i,-1,-0.3,-9
COc1ccccc1NC(=O)CN1CCC(n2nnc3cc(F)ccc32)CC1,-5,-3,-2,0.5,-1.0,-12,i,-4,-0.2,-8
CC1CCN(S(=O)(=O)c2ccc(NC(=O)CCNC(=O)c3ccc(Cl)cc3)cc2)CC1,-1,2,0,-0.6,-4.8,-5,i,0,-0.1,6
Cc1cccc(N2CCN(C(=S)c3ccc(-c4ccccc4[N+](=O)[O-])o3)CC2)c1,-1,1,6,2.2,2.5,12,i,12,0.4,-16
S=c1[nH]cc(-c2ccccc2)n1-c1ccccc1,0,-3,16,1.3,-0.8,4,i,-1,-0.6,-2

# Outcome played no part in choosing rows; any-hit rate near 3.9%.
